# Screening results from PubChem BioAssay.
# human PMI inhibition – MPI enzyme activity inhibition – biochemical, fluorescence intensity, coupled assay, primary screen (AID 1209); hit rate 0.42% among 190,000; one-dose inhibition, % at 20 µM; IC50 in µM for titrated hits; purified PMI enzyme, coupled fluorescence intensity; higher % means a stronger effect;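 further: plate controls were DMSO vehicle for no effect and wells lacking substrate for full effect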
# WT yeast gro inh – growth inhibition of WT yeast, mitochondrial fusion screen | mitochondrial fusion phenotypic screen, WT strain | inhibition, % at 10 µM | AID 1362 | hit rate 2.1% among 190,000; in the data active means inhibition above about 58%; tested in S. cerevisiae
# PMI inhibition – MPI inhibition at elevated mannose 6-phosphate – biochemical, fluorescence intensity, high mannose 6-phosphate, primary screen (AID 1220) | recombinant PMI enzyme, coupled fluorescence intensity; higher % means a stronger effect | inhibition, % at 20 µM, or IC50 in µM where a hit was titrated | hit rate 0.66% among 190,000
# ER stress rescue – protection against thapsigargin-triggered cell killing – 384-well, CSM14.1, ATP luminescence, primary screen (AID 1222). CSM14.1 thapsigargin-induced death rescue, ATP luminescence; higher % means a stronger effect. 190,000 tested, under 10 active. one-dose cellular ATP content (survival), % at 20 µM; EC50 in µM for titrated hits;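 active means EC50 below 50 µM in the dose-response confirmation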;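 further: death triggered by thapsigargin at about 15 µM added after 2 h compound pretreatment; cell ATP read after overnight thapsigargin exposure of roughly 18 to 22 hours; normalized against plate controls of thapsigargin alone and 5% DMSO vehicle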
# UTI89 phage lysis – inhibition of K1F phage lysis, E. coli UTI89, bacterial capsule biogenesis inhibitors, alamar blue (AID 488966). E. coli UTI89 K1F phage lysis, alamar blue, 2 h; higher % means a stronger effect. inhibition, % at 100 µM, or IC50 in µM where a hit was titrated. hit rate 0.02% among 340,000;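 active means phage lysis inhibition, versus mean bacterial control, above a set limit; inconclusive means no clear call, values can overlap the other calls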;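 further: capsule biogenesis inhibitors block K1F phage lysis so surviving cells raise fluorescence; higher fluorescence means more inhibition of phage lysis; actives were called in the ten point dose series up to 300 µM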
# M1AAP inhibition – malaria alanyl aminopeptidase activity blockers – biochemical, fluorogenic H-Leu-NHMec substrate, 1536-well (AID 1445); recombinant M1AAP, H-Leu-NHMec fluorogenic kinetic assay; higher % means a stronger effect; hit rate 0.42% among 220,000; inhibition, % at 30 µM; hits with a dose series show IC50 in µM;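 active means primary inhibition above the hit cutoff, then over 50% inhibition at one or more dose response concentrations, cut at about 23% in these data, passing the limit was not always enough; inconclusive means conflicting primary data, or primary hits not chosen for dose response; inactive means low primary inhibition, or under 50% at every dose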;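 further: plate controls were DMSO full reaction for no effect and no enzyme background for full effect; strong numbers were not always called active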
# Hep lipid drop – modulators of hepatic lipid droplet formation; AML12 mouse hepatocytes, oleate lipid droplets, BODIPY imaging; hit rate 0.4% among 240,000; AID 1656; inhibition, % at 6.5 µM;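 active means lipid droplet intensity inhibited by at least 50%, with more than 500 cells counted; inconclusive means wells with under 300 cells, treated as cytotoxic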
#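 Test system: AML12 mouse liver cells; schedule: overnight exposure; technique: high-content imaging of BODIPY-stained droplets and DAPI nuclei; read-out: % inhibition of corrected integrated BODIPY droplet signal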
# TNAP activators – human TNAP enzyme activators, primary screen, biochemical, luminescent, no phosphate acceptor, uHTS (AID 1001) | activation fold at 20 µM, or EC50 in µM where a hit was titrated | purified TNAP, luminescent activation assay, no phosphate acceptor; higher activation fold means a stronger effect | hit rate 0.03% among 200,000; in the data active means activation fold from about 3, or a potency from the dose series; inactive means the rest, 99 in 100 with activation fold below about 1.6; further: many of its hits are not listed in these tables
# Myeloid diff 2 – promotes myeloid progenitor differentiation | ER-HoxA9 myeloid progenitors, lysozyme-GFP differentiation, flow cytometry | calls only at 10 µM | hit rate 1% among 360,000;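 active means normalized GFP-positive differentiation at or above the plate's own cutoff, the solvent-only control mean plus 3 SD; inconclusive means no clear call, values can overlap the other calls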;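 further: cells exposed to compound for four days before flow analysis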
# WT yeast gro inh mutant strain – recorded beside WT yeast gro inh, whose call it bears; inhibition, %; mitochondrial fusion phenotypic screen, mutant strain inhibition
# Hep lipid drop cells 6.5 µM – further read-out of Hep lipid drop, marked with its call; cell count; measured here: cell count, cytotoxicity flag;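 cells counted across two imaged fields per well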
# Myeloid diff 2 GFP+ MAC1+ % – further read-out of Myeloid diff 2, marked with its call; GFP+ MAC1+ double positive, %; measured here: differentiation confirmed by MAC1 staining
# * = called active by the depositor; i = inactive; ? = inconclusive; . = no result given; [ ] = another dose, or the depositor's remark. Unless noted, no stated cut-off is given here; in the data, active means inhibition above about 50%; inactive means the rest.
SMILES,human PMI inhibition,WT yeast gro inh,WT yeast gro inh mutant strain,PMI inhibition,ER stress rescue,UTI89 phage lysis,M1AAP inhibition,Hep lipid drop,Hep lipid drop cells 6.5 µM,TNAP activators,Myeloid diff 2,Myeloid diff 2 GFP+ MAC1+ %
CC(C)c1ccc(OCc2ccc(C(=O)NN3CCN(C)CC3)o2)cc1,9%,-8,-19,10%,-1.6%,0.2%,-3%,6,688,1.1,i,0.4
Cc1cccc(Nc2nnc(SCC(=O)N(C)C3CCS(=O)(=O)C3)s2)c1C (stereo unspecified),3%,18,-1,-4%,-1.7%,1.1%,-3%,-1,661,1.1,i,0.9
CC(=O)NCCn1c(SCc2ccc(C)cc2C)nc2ccccc2c1=O,4%,5,18,4%,0.2%,-0.3%,0%,-13,743,1.1,i,0.8
O=C(Cn1nnc(-c2ccccc2)n1)N1CCN(S(=O)(=O)c2ccc(Cl)cc2)CC1,14%,-1,3,3%,-1.4%,0.7%,4%,.,.,1.1,i,0.2
O=C(NCc1ccncc1)c1cc2ccccc2nc1Cl,-20%,-7,5,-4%,0.6%,0.3%,8%,12,691,1.2,i,0.2
CC(C)(C)c1cc(NC(=O)c2ccco2)n(-c2ccccc2)n1,7%,-14,8,5%,-2.4%,-0.8%,12%,-5,664,1.1,i,0.1
Nc1cccc(Oc2ccc([N+](=O)[O-])cc2)c1,-10%,0,0,-7%,0.7%,0.4%,4%,8,787,1.1,i,0.4
O=C(O)c1ccc(C(=O)O)c(C(=O)c2ccccc2)c1,-7%,-11,0,-18%,-1.9%,0.7%,6%,1,795,1,i,1.0
CCCCC(=O)Nc1cccc(NC(=O)c2cccc([N+](=O)[O-])c2)c1,2%,-11,-3,2%,-0.3%,0.2%,16%,1,669,1.1,i,0.2
COc1ccc(C2NC(=O)NC(C)=C2C(=O)Nc2cc(C)ccc2C)cc1OC (stereo unspecified),-6%,-14,-9,-1%,-2.0%,0.2%,-1%,.,.,1.2,i,1.0
CN(C)S(=O)(=O)N1CCC(Oc2ccc(C(=O)NCC(C)(C)CO)cc2)CC1,6%,-4,1,14%,0.2%,-0.1%,0%,1,738,0.8,i,0.5
Brc1ccc(OCc2nc(-c3ccccn3)n[nH]2)cc1,-13%,45,70,-13%,-1.5%,0.6%,-31%,1,806,1,i,0.9
Cc1cccc(NC(=O)Cn2cnc3c(oc4ccccc43)c2=O)c1C,-3%,-1,1,-5%,-0.3%,0.1%,0%,-8,697,1,i,0.1
Cc1[nH]nc(-c2ccc(O)cc2O)c1Oc1ccccc1,-6%,-12,-2,-2%,-0.8%,-2.0%[50 µM],2%,.,.,1.5,i,1.3
CCOC(=O)CC1C(=O)NCCN1S(=O)(=O)c1ccc(Br)cc1 (stereo unspecified),7%,-6,2,2%,-0.3%,0.1%,-11%,-18,628,1.1,i,0.1
CCOC(=O)c1sc(NC(=O)COC(=O)c2ccco2)nc1C,-4%,7,0,-6%,-0.9%,0.1%,4%,.,.,1,i,1.2
CCCn1c(OC)nc2c1c(=O)n(C)c(=O)n2C,13%,16,8,16%,-3.2%,-0.8%,2%,-20,543,1.1,i,1.9
N/C(Cc1cccc2ccccc12)=N\OC(=O)COc1ccccc1,15%,30,15,24%,3.4%,0.0%[50 µM],7%,2,671,1.1,i,6.0
COC(=O)c1ccc(NC(=O)CN2CCN(S(=O)(=O)c3cc(Cl)ccc3OC)CC2)cc1,8%,3,-10,-2%,-0.7%,-0.1%,1%,0,648,1,i,0.7
Cc1ccnc(NC(=O)c2ccccc2NC(=O)C(C)(C)C)c1,-1%,6,3,-6%,-0.5%,4.0%,2%,-32,702,1.1,i,0.0
CN(CCOCCOc1ccc(Cl)cc1Br)Cc1ccccc1,7%,44,53,4%,-2.4%,0.7%,2%,-10,681,1,i,0.5
O=c1[nH]cnc2c1oc1ccccc12,1%,-6,-5,7%,-1.8%,?,20%,.,.,1.1,i,0.6
COc1ccc(C(=O)N(Cc2ccco2)C(C(=O)NC2CCCC2)c2ccc(O)cc2)cc1OC (stereo unspecified),13%,-52,-35,7%,-2.2%,-1.6%,3%,-14,779,1.1,i,3.4
O=C(Nc1ccc(NC(=O)C23CC4CC(CC(C4)C2)C3)cn1)c1ccco1,8%,2,-4,6%,-0.9%,-0.1%,-8%,.,.,1.1,i,0.3
COc1ccc(CN(CCCN2CCOCC2)C(=O)Nc2cccc(Cl)c2)cc1OC,7%,7,-3,13%,-1.0%,-0.3%,3%,.,.,1,i,1.4

# More structures:
SMILES,human PMI inhibition,WT yeast gro inh,WT yeast gro inh mutant strain,PMI inhibition,ER stress rescue,UTI89 phage lysis,M1AAP inhibition,Hep lipid drop,Hep lipid drop cells 6.5 µM,TNAP activators,Myeloid diff 2,Myeloid diff 2 GFP+ MAC1+ %
Cc1cc(NC(=O)CSc2nnc3c4c(C)c(C)sc4ncn23)no1,10%,3,16,12%,-0.4%,-0.4%,4%,.,.,1.1,i,5.2
O=C(NC(=S)N1CCN(c2ccc(F)cc2)CC1)c1cccs1,13%,52,62,13%,9.5%,1.0%,-1%,-17,689,1.1,i,0.3
c1ccc(COc2ccc(OCCCNC3CCCC3)cc2)cc1,1%,.,.,-3%,-2.4%,12%,9%,-3,719,1,i,0.3
O=C(Cn1nc(Cc2cccnc2)c2ccccc2c1=O)Nc1ccccc1F,.,.,.,.,.,0.2%[50 µM],1%,5,707,.,i,0.5
CC(CN(C)Cc1ccccc1)OC(=O)c1ccccc1F (stereo unspecified),-9%,12,10,-12%,-2.0%,2.8%,2%,-2,529,1.1,i,0.3
Cc1cccc(NC(=O)CSc2nnc(CCCCCNC(=O)OC(C)(C)C)o2)c1C,-4%,15,-8,-4%,-2.9%,0.3%,-5%,-2,720,1.1,i,1.0
O=C(NN=C1c2ccccc2-c2ccccc21)c1ccccn1,21%,1,-13,17%,-0.8%,-0.4%,-6%,.,.,1,i,1.2
CC(=O)c1ccc(OCCCC(=O)NC(C)c2ccc(S(N)(=O)=O)cc2)cc1 (stereo unspecified),0%,-9,10,1%,0.6%,0.1%,7%,18,683,1,i,0.2
CC1CCCCC1NC(=O)c1cc2c(s1)CS(=O)(=O)C2 (stereo unspecified),12%,-2,1,8%,2.1%,2.0%,5%,3,754,1.1,i,1.3
CC1CCCC(NC(=O)COC(=O)c2ccc3ccccc3n2)C1C (stereo unspecified),2%,15,23,-8%,0.2%,0.2%,0%,-9,814,1,i,1.0
COCCN(C(=O)Cc1cccs1)C(C(=O)NCc1ccc(OC)cc1)c1ccccc1 (stereo unspecified),13%,99*,99*,14%,-2.3%,1.0%,3%,-20,506,1.1,i,0.6
CCOC(=O)C(CCCOc1ccc(C)cc1)C(=O)OCC,1%,11,1,-1%,-0.4%,0.2%,0%,-9,755,1.2,i,0.4
CC(C)(C)NC(=O)C(OC(=O)Cn1nnc(-c2ccc(F)cc2)n1)c1ccncc1 (stereo unspecified),0%,7,6,-1%,0.5%,1.0%,-4%,.,.,1.1,i,4.5
Cc1cc(=O)n2ncnc2n1COCCO,3%,13,-6,-4%,6.4%,1.1%,3%,5,790,1.1,i,0.6
COc1cccc(C(=O)OCCCN(C)C)c1,-12%,13,13,-11%,-2.4%,-9.8%,1%,2,717,1,i,0.8
O=C(Oc1ccc2c(c1)OCO2)c1ccc(Br)c(S(=O)(=O)N2CCOCC2)c1,6%,3,20,3%,-2.7%,0.4%,-2%,-3,757,1.1,i,3.7
O=C(CC(c1ccccc1O)N1CCCCC1)N1CCCCC1 (stereo unspecified),-5%,-20,1,-5%,-0.4%,0.0%,7%,.,.,1.1,i,2.1
NCC12CC3CC(CC(O)(C3)C1)C2,0%,6,4,2%,-0.5%,-0.5%[50 µM],7%,3,730,1.2,i,4.7
N#C/C(=N\Nc1ccc(F)cc1)C(=N)N1CCCCCC1,9%,3,17,8%,-1.5%,-0.3%,8%,-1,750,1,i,0.2
Nc1nnc(SCC(=O)c2ccc3ccccc3c2)s1,4%,-3,-2,-3%,0.1%,2.7%,6%,-3,855,1.1,i,0.7
CCOc1ccc2[nH]c(=O)c(CN(CCOC)C(=O)N3CCOCC3)cc2c1,6%,13,-3,8%,.,0.9%,4%,0,657,1.1,i,0.5
COc1ccc(S(=O)(=O)N2CCC(C(=O)N3CCc4ccccc4C3)CC2)cc1C,16%,28,24,7%,1.4%,-0.6%,11%,5,732,1.1,i,5.4
COC(=O)CSc1nc2cc3c(cc2cc1C#N)OCO3,-10%,-1,4,-2%,-2.3%,-0.1%,1%,.,.,1,i,0.8
Cc1ccccc1NC(=O)CN1C(=S)NC(C)(C)CC1C (stereo unspecified),-1%,17,-16,-9%,0.0%,0.4%[50 µM],-4%,-7,541,1,i,2.3
CC(C)c1ccccc1-n1c(SCC(=O)N2CCN(c3ccccc3)CC2)nnc1-c1cccnc1,-4%,20,16,1%,-0.8%,-0.9%,12%,.,.,1,i,2.0
CC(C)C(=O)N=c1sc2cc(F)cc(F)c2n1C,13%,5,1,15%,1.2%,0.6%,1%,.,.,1.1,i,1.9
O=C(CCSc1nnc(-c2ccccc2)o1)N1CCOCC1,-11%,4,3,-10%,-4.1%,1.7%[50 µM],8%,16,664,1.1,i,0.0
CCOC(=O)C1=C(C)NC(=O)NC1c1cccnc1 (stereo unspecified),0%,13,-5,-6%,0.7%,0.1%,-3%,.,.,1.2,i,0.6
CCCC1CCC(C(=O)n2nc(N)c3cc4ccc(OC)cc4nc32)CC1 (stereo unspecified),-12%,4,6,-11%,-4.3%,-0.9%,1%,-22,756,1,i,1.1
Cc1ccoc1C(=O)Nc1ccc(CC(=O)O)cc1,14%,20,20,8%,-4.4%,0.0%,-5%,-1,751,1.1,i,3.3

# Random excerpt: 4 entries already listed
SMILES,human PMI inhibition,WT yeast gro inh,WT yeast gro inh mutant strain,PMI inhibition,ER stress rescue,UTI89 phage lysis,M1AAP inhibition,Hep lipid drop,Hep lipid drop cells 6.5 µM,TNAP activators,Myeloid diff 2,Myeloid diff 2 GFP+ MAC1+ %
CC(C)c1ccccc1-n1c(SCC(=O)N2CCN(c3ccccc3)CC2)nnc1-c1cccnc1,-4%,20,16,1%,-0.8%,-0.9%,12%,.,.,1,i,2.0
Cc1ccccc1NC(=O)CN1C(=S)NC(C)(C)CC1C (stereo unspecified),-1%,17,-16,-9%,0.0%,0.4%[50 µM],-4%,-7,541,1,i,2.3
CCOC(=O)C1=C(C)NC(=O)NC1c1cccnc1 (stereo unspecified),0%,13,-5,-6%,0.7%,0.1%,-3%,.,.,1.2,i,0.6
O=C(Cn1nc(Cc2cccnc2)c2ccccc2c1=O)Nc1ccccc1F,.,.,.,.,.,0.2%[50 µM],1%,5,707,.,i,0.5
